hIAP inh: human IAP inhibitors, primary screen, biochemical, luminescence, uHTS; Intestinal-type alkaline phosphatase (Homo sapiens), P09923; purified IAP, CDP-Star luminescence, 30 min; inhibition, % at 10 µM; actives 0.12% (n = 330,000); AID 2544, 2010;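 active = inhibition reaching a set limit with compound at 10 µM in the primary screen, cut at about 35% in these data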;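 also: plate controls were DMSO wells with enzyme for no effect and no-enzyme buffer wells for full effect; values of inactives mirror those of a sister screen read the other way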
Target sequence (P09923 whole entry, looked up): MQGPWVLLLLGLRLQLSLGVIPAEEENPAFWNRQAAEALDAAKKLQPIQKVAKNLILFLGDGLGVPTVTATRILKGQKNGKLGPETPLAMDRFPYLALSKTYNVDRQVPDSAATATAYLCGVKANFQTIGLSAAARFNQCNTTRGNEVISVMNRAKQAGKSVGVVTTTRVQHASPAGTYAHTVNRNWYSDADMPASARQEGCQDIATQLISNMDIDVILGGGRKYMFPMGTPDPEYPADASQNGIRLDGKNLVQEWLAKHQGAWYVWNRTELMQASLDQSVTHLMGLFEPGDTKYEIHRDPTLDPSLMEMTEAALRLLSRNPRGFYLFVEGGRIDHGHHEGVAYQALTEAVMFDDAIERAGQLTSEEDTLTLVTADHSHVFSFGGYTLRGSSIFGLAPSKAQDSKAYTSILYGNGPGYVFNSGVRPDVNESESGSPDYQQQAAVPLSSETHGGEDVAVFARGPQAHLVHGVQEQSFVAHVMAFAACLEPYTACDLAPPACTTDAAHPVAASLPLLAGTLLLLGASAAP
mIAP inh: inhibitors of mouse IAP, primary screen, biochemical, luminescence, uHTS; inhibition, % at 10 µM; actives 0.2% (n = 330,000); purified mouse IAP, CDP-Star luminescence, 30 min; intestinal alkaline phosphatase [Mus musculus]; AID 2806, 2010;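 active = inhibition of at least 40% at 10 µM in the primary screen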;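 also: plate controls were DMSO with enzyme for no effect and no enzyme wells for full effect; values of inactives mirror those of a sister screen read the other way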
APOBEC3G inh: APOBEC3G DNA deaminase inhibitors, primary screen, biochemical, fluorescence, single-stranded DNA substrate, uHTS; AID 493012, 2011; actives 0.28% (n = 330,000); recombinant A3G, ssDNA deamination FAM/TAMRA fluorescence; inhibition, % at 20 µM;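 active = inhibition of at least 40% at 20 µM, with no more than 30% in the related APOBEC3A deaminase screen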;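 also: plate controls were DMSO wells with A3G for no effect and wells lacking A3G enzyme for full effect; some compounds called inactive have numbers as strong as hits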
GRIN3A LBD mod: binders of NR3A ligand-binding domain, primary screen, biophysical, differential scanning fluorimetry, uHTS; NR3A LBD differential scanning fluorimetry, Tm shift; 0% = protein alone, 100% = glycine-bound protein; Tm shift relative to glycine control, % at 25 µM; actives 2.5% (n = 340,000); AID 1259313, 2017;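 active = melting temperature shift of at least 10% of the positive control shift, at one fixed dose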
MIN6 prolif: inducers of MIN6 beta-cell proliferation, primary screen, ATP luminescence, uHTS; MIN6 cells proliferation, ATPlite luminescence, 48 h; cells starved in 0.2% serum; 100% = growth in 10% serum; proliferation, % at 10 µM; actives 0.29% (n = 330,000); AID 2380, 2010;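 active = compounds whose signal lies at least 3.5 SD above the mean of all wells on their plate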;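 also: 0% = DMSO-treated cells in low-serum medium and 100% = 10% serum control; some compounds called inactive have numbers as strong as hits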
hIAP act: human IAP activators, primary screen, biochemical, luminescence, uHTS | Intestinal-type alkaline phosphatase (Homo sapiens), P09923 | purified human IAP, CDP-Star luminescence, 30 min; hits give high values; 1 = vehicle-only enzyme, 0 = enzyme-free background | activation factor at 10 µM | actives 0.16% (n = 330,000);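 active = activation factor of the enzyme at least 2-fold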; also: the source names both 10 and 20 µM as test concentration; values of inactives mirror those of a sister screen read the other way
A3A deaminase: APOBEC3A ssDNA deaminase inhibitors, primary screen, selectivity assay for APOBEC3G inhibitor project, biochemical, FAM/TAMRA oligo cleavage fluorescence; inhibition, % at 20 µM; recombinant A3A, FAM/TAMRA ssDNA deamination fluorescence; actives 0.41% (n = 330,000);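 active = at least 40% inhibition at 20 µM here, with at most 30% in a related deaminase screen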;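 also: plate controls were A3A with DMSO for no effect and wells lacking A3A enzyme for full effect; some results filed as inactive read as strong as hits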
Target sequence (P31941 whole entry, looked up): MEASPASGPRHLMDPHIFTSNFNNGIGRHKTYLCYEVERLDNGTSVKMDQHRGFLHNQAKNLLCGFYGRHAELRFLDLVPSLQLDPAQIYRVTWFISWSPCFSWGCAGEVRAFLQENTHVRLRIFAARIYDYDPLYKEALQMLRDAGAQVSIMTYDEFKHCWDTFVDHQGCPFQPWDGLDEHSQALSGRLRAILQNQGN
MPTP inh: mitochondrial permeability transition pore inhibitors, primary screen, biochemical, isolated mouse mitochondria, absorbance; Ca2+ swelling absorbance, 30 min; inhibition, % at 10 µM; actives 1.4% (n = 360,000); AID 602449, 2012;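 active = inhibition of 50% or more, scaled per plate between neutral and stimulator controls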;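 also: 0% = DMSO wells given calcium and 100% = 1 mM EGTA wells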
mIAP activ: activators of mouse IAP, primary screen, biochemical, luminescence, uHTS; intestinal alkaline phosphatase [Mus musculus]; muIAP, CDP-Star luminescence, 30 min; hits give high values; 1 = vehicle-only enzyme signal, 0 = enzyme-free wells; activation factor at 10 µM; actives 0.24% (n = 330,000); AID 2805, 2010;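 active = activation factor of at least 2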; also: the source names both 10 and 20 µM as test concentration; values of inactives mirror those of a sister screen read the other way
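Assay system: mouse IAP enzyme / Compound: DMSO-dissolved test compounds / Timing: 30 min, room temperature / Measured by: luminescence from enzymatic CDP-Star hydrolysis / Control set: DMSO-only wells, enzyme-free buffer wells as negative control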
Numbers without * were called inactive; · = not tested or not shown.

[1] CCOC(=O)CCNC(=O)N1CCCC(CNS(=O)(=O)Cc2ccccc2)C1 (stereo unspecified)
[2] COc1ccc(C(=O)c2oc3ccc(OC)cc3c2NC(C)=O)cc1
[3] CN1C(=O)[C@H]2[C@@H](/C=C/c3ccccc3)N3C(=O)CN(CCO)C(=O)[C@@]3(C)[C@H]2C1=O
[4] CC(=O)CCC(=O)OCC(=O)c1ccc(C(F)(F)F)cc1
[5] O=C(Nc1cccc(S(=O)(=O)NC2=NCCCCC2)c1)c1cc(-c2ccc(Cl)cc2)nc2ccccc12
entry no.	1	2	3	4	5
hIAP inh	21	-5	-27	-17	-2
mIAP inh	14	12	-12	-2	2
APOBEC3G inh	2	-3	-6	-4	-8
GRIN3A LBD mod	0	-1	-2	-1	-2
MIN6 prolif	-2	1	-4	-2	-2
hIAP act	0.79	1.1	1.3	1.2	1
A3A deaminase	5	0	-2	2	-3
MPTP inh	-1.0	2.4	1.1	1.3	-18
mIAP activ	0.86	0.88	1.1	1	0.98

[6] Cc1ccc(NC(=O)c2cc(S(=O)(=O)N3CCCC3)cn2C)cc1C
[7] O=C(Nc1ccc(Cl)cn1)c1ccc(Oc2ccccc2)cc1
[8] CC(C)CN(CC(C)C)S(=O)(=O)N1CCC(C(=O)NCc2ccc3c(c2)OCO3)CC1
[9] O=C(NCCC(=O)N(CCc1ccccc1)Cc1ccccc1)c1ccccc1Cl
[10] COc1ccc(C(O)C(CN2CCOCC2)c2ccccc2)cc1F (stereo unspecified)
entry no.	6	7	8	9	10
hIAP inh	5	11	-7	-5	-2
mIAP inh	-18	0	-26	1	11
APOBEC3G inh	2	-5	-7	-4	0
GRIN3A LBD mod	-2	-1	-1	-3	-1
MIN6 prolif	0	-4	-1	3	-3
hIAP act	0.95	0.89	1.1	1.1	1
A3A deaminase	-2	-6	-1	-2	-1
MPTP inh	-0.9	0.6	1.7	-0.2	0.0
mIAP activ	1.2	1	1.3	0.99	0.89

Just hIAP act, for some of the entries so far:
| no. | structure | hIAP act |
| --- | --- | --- |
| 6 | Cc1ccc(NC(=O)c2cc(S(=O)(=O)N3CCCC3)cn2C)cc1C | 0.95 |
| 7 | O=C(Nc1ccc(Cl)cn1)c1ccc(Oc2ccccc2)cc1 | 0.89 |
| 8 | CC(C)CN(CC(C)C)S(=O)(=O)N1CCC(C(=O)NCc2ccc3c(c2)OCO3)CC1 | 1.1 |
| 9 | O=C(NCCC(=O)N(CCc1ccccc1)Cc1ccccc1)c1ccccc1Cl | 1.1 |
| 10 | COc1ccc(C(O)C(CN2CCOCC2)c2ccccc2)cc1F (stereo unspecified) | 1 |

Further results:
[11] Cc1ccc(-c2nc(C#N)c(N3CCC(C(N)=O)CC3)o2)cc1
[12] COc1ccc(CNC(=O)CCN2C(=S)NC(C)(C)CC2C)cc1 (stereo unspecified)
[13] O=C(Nc1ccccc1F)c1ccc([N+](=O)[O-])s1
[14] CC1CN(S(=O)(=O)c2ccc(C(=O)NC3CCCCC3)cc2)CC(C)O1 (stereo unspecified)
[15] Cc1nn(-c2ccc(F)cc2)c(Cl)c1/C=N/NC(=O)c1cccc(S(=O)(=O)N2CCCC2)c1
entry no.	11	12	13	14	15
hIAP inh	-5	0	-15	0	24
mIAP inh	4	4	-8	6	4
APOBEC3G inh	-8	-12	-4	4	0
GRIN3A LBD mod	1	-1	0	2	-2
MIN6 prolif	-1	1	-6	-1	-1
hIAP act	1.1	1	1.1	0.99	0.76
A3A deaminase	-5	-2	-1	0	0
MPTP inh	-0.6	-0.1	-1.0	0.2	4.0
mIAP activ	0.96	0.96	1.1	0.94	0.96

4 structures already listed, ordered by formula weight, high to low.
[12] COc1ccc(CNC(=O)CCN2C(=S)NC(C)(C)CC2C)cc1 (stereo unspecified)
[10] COc1ccc(C(O)C(CN2CCOCC2)c2ccccc2)cc1F (stereo unspecified)
[2] COc1ccc(C(=O)c2oc3ccc(OC)cc3c2NC(C)=O)cc1
[11] Cc1ccc(-c2nc(C#N)c(N3CCC(C(N)=O)CC3)o2)cc1
entry no.	12	10	2	11
hIAP inh	0	-2	-5	-5
mIAP inh	4	11	12	4
APOBEC3G inh	-12	0	-3	-8
GRIN3A LBD mod	-1	-1	-1	1
MIN6 prolif	1	-3	1	-1
hIAP act	1	1	1.1	1.1
A3A deaminase	-2	-1	0	-5
MPTP inh	-0.1	0.0	2.4	-0.6
mIAP activ	0.96	0.89	0.88	0.96

Remaining list, next part
[16] COc1ccc(OC)c(NC(=O)C2CCN(c3ncccn3)CC2)c1
[17] Cc1[nH]c2ccccc2c1/C=N\NC(=O)c1ccco1
[18] O=C(O)C1CCN(C(=O)COc2ccc(Br)cc2)CC1
[19] O=C(O)Cc1sc(-c2ccccc2Cl)nc1-c1ccccc1
[20] O=C(N/N=C/c1ccsc1)c1cc(-c2cccs2)nc2ccccc12
entry no.	16	17	18	19	20
hIAP inh	-2	-13	3	25	16
mIAP inh	7	9	4	5	9
APOBEC3G inh	-2	-6	-3	-4	-7
GRIN3A LBD mod	1	-8	0	1	12*
MIN6 prolif	1	6	-2	-2	0
hIAP act	1	1.1	0.97	0.75	0.84
A3A deaminase	-1	-3	3	-1	-1
MPTP inh	2.6	-0.2	-0.6	3.4	3.2
mIAP activ	0.93	0.91	0.96	0.95	0.91

2 entries from above, with values under each structure:
Values run as follows: hIAP inh | mIAP inh | APOBEC3G inh | GRIN3A LBD mod | MIN6 prolif | hIAP act | A3A deaminase | MPTP inh | mIAP activ
16	COc1ccc(OC)c(NC(=O)C2CCN(c3ncccn3)CC2)c1
    -2 | 7 | -2 | 1 | 1 | 1 | -1 | 2.6 | 0.93
17	Cc1[nH]c2ccccc2c1/C=N\NC(=O)c1ccco1
    -13 | 9 | -6 | -8 | 6 | 1.1 | -3 | -0.2 | 0.91

The list continues.
[21] CCC(c1nnnn1Cc1ccco1)N(CCN1CCOCC1)Cc1cc2cc(C)ccc2[nH]c1=O (stereo unspecified)
[22] Cc1ccc(-n2c(C)cc(C)c(C#N)c2=O)cc1C
[23] Cc1c(C(=O)O/N=C(\N)c2ccccn2)cccc1[N+](=O)[O-]
[24] Clc1ccc(Cn2c(CN3CCCC3)nc3ccccc32)cc1
[25] CC(=O)Nc1ccc(S(=O)(=O)NCC(=O)OCc2ccccc2)cc1
[26] O=c1nc2ccccc2c(NS(=O)(=O)c2ccc(Cl)cc2)n1-c1ccccc1
[27] O=C(CSc1ccc(S(=O)(=O)N2CCCCC2)cn1)Nc1ccccc1Br
[28] CCn1c(SCC(=O)Nc2ccc3c(c2)OCO3)nc2c(c1=O)SC(C)C2 (stereo unspecified)
entry no.	21	22	23	24	25	26	27	28
hIAP inh	1	-12	-15	-11	-5	2	8	8
mIAP inh	8	4	-4	-1	-1	-1	11	4
APOBEC3G inh	-9	-7	-11	-4	-8	-3	-2	-8
GRIN3A LBD mod	3	0	-2	·	-2	-1	0	1
MIN6 prolif	1	1	-5	-1	-4	-1	-3	2
hIAP act	0.99	1.1	1.1	1.1	1	0.98	0.92	0.92
A3A deaminase	-3	-7	-6	3	-3	0	0	-5
MPTP inh	2.8	-0.8	1.2	·	-1.3	-1.2	-0.4	-1.2
mIAP activ	0.92	0.96	1	1	1	1	0.89	0.96

Assay outcomes from PubChem BioAssay.
